JMJD2A Tudor inh = qHTS Assay for Inhibitors of JMJD2A-Tudor Domain. Potency, µM (top dose mostly 114 µM), inactives show at the top dose activity change, negative = inhibition, most hits filed as inhibitors. AID 504339, 2011. AlphaScreen JMJD2A-Tudor / H3K4me3 peptide binding. 4.4% of 390,000 active. Lysine-specific demethylase 4A (Homo sapiens), O75164; further: potency means the concentration at half of the fitted maximal effect; on the % scale 0 is the no-effect control and ±100 the full control effect; nearly all actives have a fitted effect of over 50% in size
ERG-DNA inh = qHTS for Small Molecule Inhibitors of the ERG Ets/DNA interaction. Potency, µM (doses to about 76.9 µM), for the others: at the top dose FP activity, negative = inhibition, usual class: inhibitors. AID 624246, 2012. fluorescence polarization, His-ERG Ets domain / labelled DNA. 0.028% of 370,000 active. Transcriptional regulator ERG (Homo sapiens), P11308; active means well fitted inhibition curve with a large enough effect in the polarisation, with a control signal flat; inconclusive means small, poorly fitted or top-dose-only effect, or effect the other way, or a change in a side signal; inactive means no such curve, though single readings can be large or run the other way; the % refers to the polarisation;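 further: polarization taken with two DNA probes labelled with fluorescein and Texas red; potency means the concentration at half of the fitted maximal effect; % of control where 0% means no effect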
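His-tagged ERG Ets domain (1 uM in the protein solution; 300mM KCl, 50mM Tris-HCl, 1mM EDTA, 1mM DTT, pH 7.5) received compound, then a probe mix of 5 nM fluorescein-DNA and 100nM Texas-615-DNA. Fluorescence polarization was read for both dyes.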
PI4K2A block = qHTS for small molecular inhibitors of PI4K2A. Phosphatidylinositol 4-kinase type 2-alpha (Homo sapiens), Q9BTU6. purified PI4K2A, ADP-Glo luminescence, 1 h; active compounds read low. activity change, negative = inhibition, % at 76.9 µM. 0.13% of 420,000 active. AID 1346378, 2018; in the data active means activity change below about -50%; inconclusive means mostly about -30% to -49%;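 further: -100% = wells without enzyme as full effect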
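ADP-Glo luminescence measured ADP generated by PI4K2A enzyme (4 ug/mL before mixing) with 1.2 mM PI substrate (pre-mix) and 300 microM ATP (pre-mix). Tris pH7.5 buffer with MgCl2, Triton X-100; 1 h reaction at ambient temperature.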
G9a inh = qHTS Assay for Inhibitors of Histone Lysine Methyltransferase G9a. G9a H3K9 monomethylation, AlphaScreen, 2 h. Potency, µM (top dose mostly 102 µM), without a hit: at the highest dose activity, negative = inhibition, hits mostly inhibitors. 8.8% of 350,000 active; further: potency means the concentration at half of the fitted maximal effect; on the % scale 0 is the no-effect control and ±100 the full control effect; nearly all actives have a fitted effect of over 75% in size
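Readings reflect AlphaScreen signal from monomethyl-H3K9 antibody detection. HMT at 20 nM; substrate b-H3K9 500 nM; cofactor SAM 20 uM; 2 h RT reaction; compounds tested as titrations in qHTS with 15 min preincubation.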
HP1b binding inh = HTS for Inhibitors of HP1-beta Chromodomain Interactions with Methylated Histone Tails; AID 540317, 2011; Potency, µM (doses to about 114 µM), for inactives: at the highest dose activity change, negative = inhibition, most hits filed as inhibitors; 0.56% of 390,000 active; AlphaScreen HP1-beta / biotin-H3K9me3 peptide binding; Chromobox protein homolog 1 (Homo sapiens), P83916; further: potency means the concentration at half of the fitted maximal effect; nearly all actives have a fitted effect of over 70% in size; inactives centre near 23
Target sequence (P83916 whole entry, looked up): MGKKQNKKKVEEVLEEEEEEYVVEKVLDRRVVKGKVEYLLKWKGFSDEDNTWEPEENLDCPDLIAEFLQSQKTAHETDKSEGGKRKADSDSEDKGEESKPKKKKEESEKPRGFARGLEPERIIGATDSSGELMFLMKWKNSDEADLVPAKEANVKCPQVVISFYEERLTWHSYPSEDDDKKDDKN
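Compound inhibition of the preformed complex between 50 nM HP1-beta and 50 nM biotinylated H3K9me3 peptide was read by AlphaScreen. Buffer was PBS pH 7.4 with 0.01% Tween-20. Incubations ran 30 min at room temperature, with 10 ug/mL donor/acceptor beads.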
GLS inh = qHTS for Inhibitors of Glutaminase (GLS); Potency, µM (series often up to 45.5 µM), for inactives: at the highest dose activity change, negative = inhibition, hits mostly inhibitors; 0.21% of 410,000 active; GLS enzymatic activity, qHTS titration; Glutaminase kidney isoform, mitochondrial (Homo sapiens), O94925; further: potency means the concentration at half of the fitted maximal effect; on the % scale 0 is the no-effect control and ±100 the full control effect
Target sequence (O94925 whole entry, looked up, canonical isoform): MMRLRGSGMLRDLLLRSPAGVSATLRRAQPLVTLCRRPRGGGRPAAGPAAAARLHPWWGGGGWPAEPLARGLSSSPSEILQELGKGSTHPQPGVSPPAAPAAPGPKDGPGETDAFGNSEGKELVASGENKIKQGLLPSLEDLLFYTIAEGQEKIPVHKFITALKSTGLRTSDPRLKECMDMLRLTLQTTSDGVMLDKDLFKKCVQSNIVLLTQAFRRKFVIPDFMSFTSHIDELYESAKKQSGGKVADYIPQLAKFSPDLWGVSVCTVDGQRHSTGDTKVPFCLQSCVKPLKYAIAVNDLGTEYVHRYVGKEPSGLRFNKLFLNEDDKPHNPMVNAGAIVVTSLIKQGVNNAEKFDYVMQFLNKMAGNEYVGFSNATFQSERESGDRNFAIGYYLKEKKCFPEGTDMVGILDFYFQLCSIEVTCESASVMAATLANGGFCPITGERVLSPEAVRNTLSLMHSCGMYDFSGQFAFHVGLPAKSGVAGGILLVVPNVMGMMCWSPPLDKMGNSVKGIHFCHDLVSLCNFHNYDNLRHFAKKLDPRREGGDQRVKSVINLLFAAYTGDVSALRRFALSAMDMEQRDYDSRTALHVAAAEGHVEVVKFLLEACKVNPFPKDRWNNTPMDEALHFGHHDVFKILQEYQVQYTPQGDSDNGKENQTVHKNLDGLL
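Compounds were pin-transferred onto hKGA, after which L-glutamine (1 mM solution) and a detection mix of glutamate oxidase, HRP and Amplex Red were added. Initial and 30 min RT fluorescence reads were collected.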
Pin1 inhibitor = qHTS Assay to Find Inhibitors of Pin1; 0.009% of 390,000 active; Pin1 FP peptide displacement, HiFluor488, 10 min; Potency, µM (series often up to 115 µM), for the others: top-dose activity, negative = inhibition, actives largely listed as inhibitors; AID 504891, 2011; Peptidyl-prolyl cis-trans isomerase NIMA-interacting 1 (Homo sapiens), Q13526; active means well fitted inhibition curve with a large enough effect in the polarisation, with a control signal flat, not every such curve was filed as active; inconclusive means small, poorly fitted or top-dose-only effect, or effect the other way, or a change in a side signal; inactive means no such curve, though single readings can be large or run the other way; the % refers to the polarisation; further: potency means the concentration at half of the fitted maximal effect; on the % scale 0 is the no-effect control and ±100 the full control effect
Target sequence (Q13526 whole entry, looked up): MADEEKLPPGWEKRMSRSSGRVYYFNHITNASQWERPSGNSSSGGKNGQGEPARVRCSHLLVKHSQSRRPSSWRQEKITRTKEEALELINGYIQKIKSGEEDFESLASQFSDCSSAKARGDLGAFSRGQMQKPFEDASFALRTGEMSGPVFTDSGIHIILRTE
BAZ2B block = qHTS Assay for Inhibitors of BAZ2B. Bromodomain adjacent to zinc finger domain protein 2B (Homo sapiens), Q9UIF8. AlphaScreen BAZ2B-H3K14Ac peptide displacement. Potency, µM (series often up to 114 µM), inactives show at the highest dose activity change, negative = inhibition, actives largely listed as inhibitors. 4.4% of 360,000 active. AID 504333, 2011; further: potency means the concentration at half of the fitted maximal effect; on the % scale 0 is the no-effect control and ±100 the full control effect; nearly all actives have a fitted effect of over 60% in size
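In this displacement format the biotinylated H3(5-23) peptide acetylated at Lys14 serves as ligand at 50 nM, with BAZ2B at 50 nM in PBS pH 7.4 containing 0.01% Tween-20. Donor and acceptor beads are 10 ug/mL final.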
Tb PGK inh = qHTS Assay to Find Inhibitors of Phosphoglycerate Kinase | PGK/GAPDH coupled, Kinase-Glo luminescence, 60 min | Potency, µM (doses to about 57.5 µM), for inactives: at the highest dose activity change, negative = inhibition, most hits filed as inhibitors | 0.043% of 380,000 active; further: potency means the concentration at half of the fitted maximal effect; on the % scale 0 is the no-effect control and ±100 the full control effect; nearly all actives have a fitted effect of over 60% in size
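Recombinant glycosomal PGK reaction used 1,3-bisphosphoglycerate generated in-well by GAPDH (100nM final) in 100mM TEA pH 7.6, 5mM MgCl2, 0.01% Tween-20. After 60 minutes at room temperature, ATP was read by Kinase-Glo Plus luminescence end-point.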
Starred values were filed as active, the others as inactive; i = inactive; ? = inconclusive; . = not tested or not shown; [ ] = another dose, or the depositor's remark. Unless noted, the call rests on the fitted dose curve; in most records, active means well fitted curve in the direction sought with a large enough effect; inconclusive means small, poorly fitted or top-dose-only effect, or another doubt; inactive means no such curve, though single readings can be large; an effect the other way counts as inactive or inconclusive. Not a hit list; overall some 11% were active at least once.

No. | JMJD2A Tudor inh | ERG-DNA inh | PI4K2A block | G9a inh | HP1b binding inh | GLS inh | Pin1 inhibitor | BAZ2B block | Tb PGK inh | SMILES
1 | -8% | -10% | -3 | -5% | 25% | 4% | 0% | -6% | 0% | Cc1c(NC(=O)COC(=O)C2CC3C=CC2C3)c(=O)n(-c2ccccc2)n1C (stereo not drawn)
2 | -12% | -9% | 1 | 19% | 13% | 2% | -9% | -6% | 4% | CC(=O)N1CCN(c2ccccc2NC(=O)c2ccc3ccccc3c2)CC1
3 | -10% | 0% | 4 | 13%[59 µM] | 17% | 1% | -2% | 0% | -5% | O=C(CN(Cc1ccco1)C(=O)c1cc(=O)[nH]c2ccccc12)Nc1ccccc1Br
4 | -22% | -2% | -5 | 21%[59 µM] | 11% | -8% | 1% | ? | i | O=C(N/N=C/c1ccco1)c1ccc(N2CCCC2=O)cc1
5 | -23%[57.1 µM] | 83%[activator] | -3 | 25µM* | ? | -5% | 110%[activator] | 45µM* | -5% | CC[n+]1c(/C=C2\Sc3ccccc3N2C)ccc2cccc(C)c21
6 | ? | -7% | 0 | ? | 6% | 0% | -1% | 45µM* | -5% | Cc1ccc(-n2c(C)cc(/C=N/NC(=O)c3ccncc3)c2C)c(C)c1
7 | 8% | 3% | 3 | 11% | 25% | 4% | 5% | 20% | -5% | O=C(CCCc1cccs1)N1CCN(S(=O)(=O)c2ccccc2Br)CC1
8 | 56µM* | -5% | -5 | 40µM* | -37% | 3% | 61%[activator] | 56µM* | 0% | Cc1[nH]c2ccc(-c3nnc(SCC(=O)NCc4ccco4)n3Cc3ccccc3)cc2c1C
9 | -30% | -4% | -8 | 13µM* | -50% | 15% | -4% | 50µM* | -6% | CN(C)c1ccc(C(=O)/C=C/c2ccco2)cc1
10 | -12% | 4% | 1 | 9% | 8% | 0% | 1% | 3% | -2% | CCOC(=O)N1CCN(C(=O)CSc2ccc(-c3ccncc3)nn2)CC1
11 | -4% | 7% | -1 | 9%[59 µM] | 14% | 0% | -3% | -3% | i | CC(C)NS(=O)(=O)c1ccc(CCC(=O)N2CCc3ccccc3C2)cc1
12 | -30% | -14% | -2 | -4%[12.7 µM] | 17% | 1% | -3% | -25% | . | COc1cccc(CN2CCN(Cc3cccn3-c3cccnc3)CC2CCO)c1 (stereo not drawn)
13 | -3% | -14% | 0 | -7% | 21% | -1% | 7% | -13% | -8% | COC(=O)c1c(NC(=O)CSc2ncnc3[nH]ncc23)sc2c1CCC2
14 | -15% | 8% | -1 | ? | -12% | 13% | 20% | . | -1% | O=C(NC(=S)Nc1ccc(Cc2ccncc2)cc1)c1ccc(F)cc1
15 | -8% | -6% | -2 | 28% | 24% | -8% | -4% | -17% | -1% | CC(=O)OCc1cc(-c2nn(C)c(=O)c3ccccc23)ccc1C
16 | -19% | 14% | -11 | 51%[activator] | -1% | -14% | 1% | 0% | -8% | CCN(C(C)=O)c1ccc(Oc2nc(OC)cc(OC)n2)cc1
17 | -3% | -4% | 0 | 0% | 36% | -15% | -2% | -3% | -4% | Cc1cc(SCc2ccccc2)nc(=O)[nH]1
18 | 0% | -2% | -2 | 11%[59 µM] | 10% | 0% | -3% | -5% | -4% | COc1cc(C(=O)Nc2cc(Cl)ccc2C)c(-n2cnnn2)cc1OC
19 | -15% | . | 4 | ? | 25% | -8% | ? | 9% | 4% | CCc1cc(C(=O)OC)c(NC(=O)CC2Nc3cc(C)c(C)cc3NC2=O)s1 (stereo not drawn)
20 | -23% | 0% | -1 | -23%[59 µM] | 25% | -4% | 30%[activator] | -22% | 0% | Cc1ccc(Nc2sc(C(=O)c3ccccc3)c(N)c2S(=O)(=O)c2ccccc2)c(C)c1
21 | -11% | 0% | 2 | -5%[59 µM] | 25% | 10% | -12% | -7% | . | Cc1ccc(Cn2c(CN3CCC(C(=O)O)CC3)cc3ccccc32)cc1
22 | -23% | -16% | 23 | 10µM* | 19% | 0% | 3% | -27% | -2% | CCCOc1ccc(C(=O)CCN2CCN(C(=O)OCC)CC2)cc1
23 | -20% | -1% | -4 | -34%[12.7 µM] | 24% | 10% | ? | -9% | 0% | C=CCn1c2ccccc2c2nnc(SCCCn3c(=O)[nH]c4ccccc43)nc21
24 | 53%[activator] | 0% | 4 | 92%[activator] | 122%[activator] | -9% | 3% | 48%[activator] | -5% | CCn1c(SCc2nc(-c3ccccc3)no2)nc2ccccc21
25 | -6% | -2% | 2 | 50µM* | 47%[activator] | 2% | 0% | -11% | 2% | CC(C)(C)C(=O)NC(CC(=O)O)c1ccccc1 (stereo not drawn)

Given with tabs: entries from further up.
#	SMILES	JMJD2A Tudor inh	ERG-DNA inh	PI4K2A block	G9a inh	HP1b binding inh	GLS inh	Pin1 inhibitor	BAZ2B block	Tb PGK inh
17	Cc1cc(SCc2ccccc2)nc(=O)[nH]1	-3%	-4%	0	0%	36%	-15%	-2%	-3%	-4%
16	CCN(C(C)=O)c1ccc(Oc2nc(OC)cc(OC)n2)cc1	-19%	14%	-11	51%[activator]	-1%	-14%	1%	0%	-8%
24	CCn1c(SCc2nc(-c3ccccc3)no2)nc2ccccc21	53%[activator]	0%	4	92%[activator]	122%[activator]	-9%	3%	48%[activator]	-5%
3	O=C(CN(Cc1ccco1)C(=O)c1cc(=O)[nH]c2ccccc12)Nc1ccccc1Br	-10%	0%	4	13%[59 µM]	17%	1%	-2%	0%	-5%

Later entries:
No. | JMJD2A Tudor inh | ERG-DNA inh | PI4K2A block | G9a inh | HP1b binding inh | GLS inh | Pin1 inhibitor | BAZ2B block | Tb PGK inh | SMILES
26 | -10% | 10% | -1 | -6% | 25% | 1% | 8% | 2% | 1% | Cc1ccc(OCCCC(=O)Nc2nnc(C3CCCO3)s2)c(C)c1 (stereo not drawn)
27 | -17% | 11% | 1 | ? | 11% | -21% | 0% | -2% | i | Cc1ccc(NC(=O)C2C3C=CC4(O3)C2C(=O)N(CCCN2CCOCC2)C4C(=O)NC2CCCCC2)cc1Cl (stereo not drawn)
28 | -24% | 3% | -2 | -11%[59 µM] | 12% | -10% | 16% | -38% | i | Cc1ccc(S(=O)(=O)NCC(=O)OCC(=O)N2N=C(c3ccc(Cl)cc3)CC2c2ccco2)cc1C (stereo not drawn)
29 | -17% | 6% | 3 | -7%[59 µM] | 26% | 4% | 4% | 2%[57.1 µM] | 4% | COc1ccc(-n2ncc(C(=O)N3CCN(C4CCCCC4)CC3)c2C2CCN(C(=O)OC(C)(C)C)CC2)cc1
30 | -7% | -2% | -6 | ? | 23% | 1% | 10% | -11% | -1% | CC(CN1CCCCC1)OC(=O)Cc1ccc(Cl)cc1 (stereo not drawn)
31 | -5% | -1% | -7 | 1%[59 µM] | 22%[57 µM] | 7% | 3% | 1% | 2% | COc1ccc(-c2nc(C)c(CCNC(=O)c3cccs3)s2)cc1OC
32 | -7% | 9% | -2 | -30%[59 µM] | 23% | 0% | 0% | -22% | i | COc1ccc(-c2nc(CS(=O)CC(=O)NCc3ccccc3Cl)c(C)o2)cc1OC (stereo not drawn)
33 | -10% | 3% | 3 | . | 37% | 1% | 0% | . | 4% | O=C(COC(=O)C1CC(=O)N(Cc2ccccc2)C1)Nc1cccc([N+](=O)[O-])c1 (stereo not drawn)
34 | 7% | -5% | 5 | 17%[59 µM] | 52%[activator] | 7% | -3% | 13% | 4% | CCOc1ccc(C(=O)N2CCN(c3cccc(C)c3C)CC2)cc1
35 | -16% | 18% | -16 | -28% | 33% | -2% | -3% | ? | 9% | COc1ccc(-n2c(=O)c(CCC(=O)N(C)Cc3ccccc3C)nc3ccccc32)cc1
36 | ? | -1% | -7 | 3.5µM* | -8% | 11% | 1% | -37% | i | Cc1cccc(Nc2nnc(SCC(=O)Nc3cccc(S(=O)(=O)N4CCCCC4)c3)s2)c1
37 | -6% | -3% | 1 | 2% | 32% | -3% | 6% | -13% | 0% | Cc1ccc(C(=O)N2CCN(S(=O)(=O)c3ccc(C)cc3)CC2)cc1
38 | -29% | 5% | -1 | -3% | 61%[activator] | 10% | 2% | -16% | 9% | O=S(=O)(/N=C(/Nc1cccc2ccccc12)c1ccccc1)c1ccccc1
39 | -2% | -1% | 4 | 7%[59 µM] | 47%[activator] | -2% | -1% | -9% | 5% | COc1ccccc1-c1nnc(C2CCN(C(=O)c3ccc(C)cc3)CC2)o1
40 | -4% | -16% | 0 | 12% | 60%[activator] | 2% | -4% | -8% | -9% | O=C(COC(=O)COc1ccccc1)Nc1ccccc1OC(F)F
41 | -21% | -8% | 4 | 1%[59 µM] | 9% | -8% | 0% | -1% | -8% | O=C(COc1ccc(Cl)cc1)Nc1cc(-c2ccccc2)no1

High-throughput results from PubChem BioAssay.
